EP2 antag: inhibitors of human EP2 prostaglandin E2 receptor. P43116. C6 glioma cells expressing human EP2, cAMP TR-FRET; cells stimulated with saturating PGE2. inhibition, % at 25 µM. hit rate 0.52% among 260,000. AID 1422;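 active = percent inhibition above 40 after rounding to a whole number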;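 note: rat C6 glioma host cells with rolipram phosphodiesterase inhibitor present; the protocol text gives 20 µM as final concentration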
Target sequence (P43116 whole entry, looked up): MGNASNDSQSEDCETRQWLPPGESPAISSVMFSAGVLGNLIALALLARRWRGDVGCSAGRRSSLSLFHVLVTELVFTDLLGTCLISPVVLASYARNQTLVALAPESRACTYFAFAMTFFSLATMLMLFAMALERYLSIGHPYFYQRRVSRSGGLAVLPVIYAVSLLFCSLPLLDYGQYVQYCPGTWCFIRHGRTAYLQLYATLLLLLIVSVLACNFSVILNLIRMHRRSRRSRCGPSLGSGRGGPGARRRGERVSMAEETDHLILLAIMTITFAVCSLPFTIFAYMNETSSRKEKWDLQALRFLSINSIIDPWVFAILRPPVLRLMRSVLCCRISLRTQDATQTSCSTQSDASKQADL
* = called active by the depositor. Not all compounds are listed; the hit share may differ from the screen's.

SMILES	EP2 antag
COc1ccc(C(C(=O)NC2CCCC2)N(C(=O)c2ccco2)c2ccccc2OC)cc1 (stereo unspecified)	12
CCN(CC)C(=O)CSc1nnc(-c2ccco2)n1CCCOC	7
COc1cc(Cl)ccc1NC(=O)c1cnn2c(C)cc(C)nc12	6
COc1ccc(N2CC(C(=O)OCC(=O)Nc3cccc(Cl)c3Cl)CC2=O)cc1 (stereo unspecified)	4
Cc1ccc(NC(=O)Cn2cc(C(=O)c3ccco3)c3ccccc32)cc1	7
Cc1nc(SCC(=O)c2c[nH]c3ccccc23)c2c(C)c(C)sc2n1	11
Clc1cc2c(c(CSc3nc4ccccc4[nH]3)c1)OCOC2	5
Cc1ccnc(NC(=O)CCC(=O)N(CC(=O)NC(C)(C)C)c2ccc(C)cc2C)c1	8
COC(=O)c1ccc(-n2nnnc2SCC(=O)NCc2cccs2)cc1	10
O=C1c2cc(CO)cc(O)c2C(=O)c2c(O[C@@H]3OC(CO)[C@@H](O)[C@@H](O)[C@@H]3O)cccc21 (stereo partly specified)	16
COc1ccccc1NC(=O)C1=C(C)NC2=C(C(=O)CCC2)C1c1ccc(C)cc1 (stereo unspecified)	12
Cc1ccc(C)c2[nH]c(=O)c(CN(C(=O)NCc3ccccc3)C3CCCC3)cc12	10
CCN(C(C)=O)c1nc2ccccc2s1	8
O=C(NC1CCCc2ccccc21)C1CCCN(S(=O)(=O)Cc2ccccc2)C1 (stereo unspecified)	10
CC(=O)Oc1ccc(-c2csc(Nc3ccc(O)cc3)n2)cc1	10
O=C(C1CC(c2ccccc2Cl)=NO1)N1CCOCC1 (stereo unspecified)	10
CCNC(=S)N(Cc1cccnc1)Cc1cc2c(C)ccc(C)c2[nH]c1=O	5
O=C(NCCN1CCOCC1)C1(C(F)(F)F)C/C(=C\Cc2ccccc2)CCCO1 (stereo unspecified)	5
COc1ccccc1-n1nnnc1SCC(=O)Nc1ccc(C)cc1	4
CC(=O)Nc1cccc(NC(=O)CSc2ncnc3sc4c(c23)CCC(C(C)(C)C)C4)c1 (stereo unspecified)	14
O=C(O)c1ccncc1.O=C(O)c1ccncc1.[NH2-].[NH2-].[Pt]	51*
CN(C)C[C@@H](O)c1ccc(Cl)c2ccccc12	47*
O=C(O)c1cc(-c2ccccc2)nn1CC1CC(c2cccc([N+](=O)[O-])c2)=NO1 (stereo unspecified)	14
CCCc1nc(SCC(=O)N(C(C)C)C(C)C)c2ccccc2n1	11
CCCCNC(=O)c1onc(CSc2cc(C)cc(C)c2)c1C(=O)NCCCC	18
COc1cccc(C(=O)NCCc2nc(-c3ccncc3)n[nH]2)c1	13
Cc1nc(SCC(=O)Nc2ccccc2C)n[nH]1	18
COCCn1c(=O)n(CC(=O)Nc2ccc(OC)c(Cl)c2)c2cccnc21	1
COCCNC(=O)CSc1ccc(-c2ccc(F)cc2)nn1	11
C[N+]1(NCC[N@+]2(C)CCc3ccccc3C2)CCCCC1	31

Sorted by SMILES length (descending): 18 of the compounds above.
SMILES	EP2 antag
O=C1c2cc(CO)cc(O)c2C(=O)c2c(O[C@@H]3OC(CO)[C@@H](O)[C@@H](O)[C@@H]3O)cccc21 (stereo partly specified)	16
O=C(O)c1cc(-c2ccccc2)nn1CC1CC(c2cccc([N+](=O)[O-])c2)=NO1 (stereo unspecified)	14
CC(=O)Nc1cccc(NC(=O)CSc2ncnc3sc4c(c23)CCC(C(C)(C)C)C4)c1 (stereo unspecified)	14
Cc1ccnc(NC(=O)CCC(=O)N(CC(=O)NC(C)(C)C)c2ccc(C)cc2C)c1	8
Cc1ccc(C)c2[nH]c(=O)c(CN(C(=O)NCc3ccccc3)C3CCCC3)cc12	10
COc1ccccc1NC(=O)C1=C(C)NC2=C(C(=O)CCC2)C1c1ccc(C)cc1 (stereo unspecified)	12
O=C(NCCN1CCOCC1)C1(C(F)(F)F)C/C(=C\Cc2ccccc2)CCCO1 (stereo unspecified)	5
O=C(O)c1ccncc1.O=C(O)c1ccncc1.[NH2-].[NH2-].[Pt]	51*
CCNC(=S)N(Cc1cccnc1)Cc1cc2c(C)ccc(C)c2[nH]c1=O	5
CCCCNC(=O)c1onc(CSc2cc(C)cc(C)c2)c1C(=O)NCCCC	18
COc1cccc(C(=O)NCCc2nc(-c3ccncc3)n[nH]2)c1	13
CCCc1nc(SCC(=O)N(C(C)C)C(C)C)c2ccccc2n1	11
Clc1cc2c(c(CSc3nc4ccccc4[nH]3)c1)OCOC2	5
COc1ccccc1-n1nnnc1SCC(=O)Nc1ccc(C)cc1	4
COCCNC(=O)CSc1ccc(-c2ccc(F)cc2)nn1	11
CN(C)C[C@@H](O)c1ccc(Cl)c2ccccc12	47*
Cc1nc(SCC(=O)Nc2ccccc2C)n[nH]1	18
CCN(C(C)=O)c1nc2ccccc2s1	8

(more compounds)
SMILES	EP2 antag
CCc1nc2cc(NC(=O)c3nc(-c4ccc(F)cc4)oc3C)ccc2n1C	14
COc1cccc(C(=O)CSc2nnc3c4c(C)c(C)sc4nc(C(C)C)n23)c1	8
CC(=O)Nc1c(C(=O)O)[nH]c2ccc(C)cc12	6
CCOc1ccccc1NC(=O)CSc1nnc(C)c(=O)[nH]1	12
CC(C)(C)C(=O)Nc1ccc(NC(=O)C2CC2)nc1	9
C=C(C)C1Cc2c(ccc(C(=O)O)c2O)O1 (stereo unspecified)	5
COc1ccc2cc(C)c3nnc(SCC(=O)Nc4ccccc4-c4ccccc4)n3c2c1	7
COc1cccc(C2=CC(=O)CCC2)c1	8
CCOC(=O)CNC(=O)CSc1nnc2c3c(C)c(C)sc3nc(C(C)C)n12	11
Cc1ccc(C2C(C#N)=C(N)Oc3n[nH]c(C(C)(C)C)c32)o1 (stereo unspecified)	7
Cc1cc2ccccc2n2c(=O)n(CC(C)NC(=O)c3cnn(C)c3C)nc12 (stereo unspecified)	6
O=C(O)c1ccccc1NS(=O)(=O)c1ccc2[nH]c(=O)oc2c1	7
CC(C)(C)NC(=O)CN1CCC(c2ccc(F)cc2)CC1	0
O=C1NC(CC(=O)N2C3CCC2CC(c2ccc(F)cc2)C3)c2ccccc21 (stereo unspecified)	8
COc1cccc(-c2[nH]ncc2CN(C)CCN2CCCCC2)c1	4
COc1cccc(C(=O)Nc2nc3ccc(F)cc3s2)c1	13
O=C(NCCN1CCOCC1)C1CC(c2ccccc2O)=NO1 (stereo unspecified)	9
Cn1ccnc1-c1nnn(-c2ccc(F)cc2)n1	4
O=C(CN1CCC(c2nc3ccccc3s2)CC1)Nc1ccccc1	17
CCOc1ccc2[nH]c(=O)c(C3C(C#N)=C(N)OC4=C3C(=O)CCC4)cc2c1 (stereo unspecified)	10
CCNC(=S)N(CCCN(CC)CC)Cc1cc2cc3c(cc2[nH]c1=O)OCCO3	11
O=C(Nc1ccc2nc(-c3ccccn3)[nH]c2c1)c1ccccc1F	11
COC(=O)c1[nH]c2ccc(C)cc2c1N	6
COc1cccc(OC)c1C(=O)Nc1ccc(N2CCN(C)CC2)cc1	12
COc1ccc(CN[C@@H]2CCC(=O)N[C@H]2c2cccc(F)c2)cc1Cn1ccnc1	6
CC(C)(C)c1cc(C(=O)N2CCC[C@H](C(=O)c3ccc4c(c3)OCO4)C2)n[nH]1	9
CCOc1ccc(C(=O)O)cc1C1C2=C(CCCC2=O)NC2=C1C(=O)CCC2	7
CCc1ccc2[nH]c(=O)c(C(c3nnnn3CCOC)N3CCc4ccccc43)cc2c1 (stereo unspecified)	9
CC(C)OC(=O)CSc1nc2ccccc2n1CC(=O)N1CCOCC1	11
CCOC(=O)c1ccc(NC(=O)c2sc(NC(=O)C(C)C)c(C(=O)OC)c2C)cc1	10
COCc1nnc(NC(=O)COc2ccc(Cl)cc2Cl)s1	7
COc1cccc(C(=O)CSc2nnc(-c3ccco3)n2C)c1	9
COc1nc(Cl)nc(Cl)c1Cl (tested in a mixture with another compound)	34
c1ccc(Cn2nnnc2C(c2cccs2)N2CCN(c3nc4ccccc4s3)CC2)cc1 (stereo unspecified)	9
CCOc1ccc(NC(=O)CCSc2nc(-c3ccc4c(c3)OCO4)cc(C(F)(F)F)n2)cc1	8
COc1ccc([C@H]2CN(Cc3ccccc3)C[C@@H]2NC(=O)C(C)C)cc1OC	6
O=C(NCCN1CCOCC1)c1ccccc1Cl	14
O=c1[nH]ncc(NCCN2CCOCC2)c1Cl	1
COC(=O)c1cccc(COC(=O)CNC(=O)c2cccs2)c1	11
O=C(Nc1ncccn1)c1c(O)c2cccc3c2n(c1=O)CC3	8
Cc1cc(I)ccc1S(=O)(=O)NCc1ccc2c(c1)OCO2	11
CCC(C)(C)n1nnnc1C(C(C)C)N1CCN(c2cccc(C)c2C)CC1 (stereo unspecified)	12
Cc1ccc(C(=O)Nc2sc3c(c2C(N)=O)CCC3)cc1C	23
COC(=O)c1c(NC(=O)c2ccc3c(c2)OCO3)sc(C(=O)Nc2ccccc2C)c1C	12
COc1ccc(OC)c(C(C)NC(=O)C2CCCN(c3nc(C)cc(C)n3)C2)c1 (stereo unspecified)	9
CCN(CC)c1nc2c(c(=O)[nH]c(=O)n2C)n1Cc1cccc2ccccc12	18
COc1ccccc1C(=O)Oc1cc2c3c(c1)C(C)CC(C)(C)N3C(=O)C2=O (stereo unspecified)	11
CC(C)[C@@H](Cn1nnc2ccccc21)NC(=O)c1cnccn1	9
CCOC(=O)Cn1nc2c(C)cc3cc(OC)ccc3n2c1=O	7
CCOc1cc(/C=C2\N=C(c3cccs3)OC2=O)cc(Br)c1OCC	35
Carrying on:
SMILES	EP2 antag
COc1ccc(C(=O)Nc2nc(-c3ccc(OC)c(OC)c3)c(C)s2)cc1OC	14
Cc1ccc(-c2cc(N)c(=O)n(CC(=O)N3CCCCCCC3)n2)o1	10
C=C(C)Cn1c(SCC(=O)c2ccccc2)nc2c1c(=O)[nH]c(=O)n2C	9
CCc1nc(SCC(=O)Nc2ccccc2N2CCOCC2)c2c(C)c(C)sc2n1	10
Cc1ccc(S(=O)(=O)N2CCNCC2)c(C)c1	9
COc1ccc(C(=O)Nc2cc(-c3nc4ccc(C)cc4o3)ccc2C)cc1OC	8
CN1CCc2nc(N)nc(-c3nc(N)nc4c3CN(C)CC4)c2C1	18
COc1ccc(NC(=O)CSc2nnc3c(C)cc4ccc(OC)cc4n23)c(OC)c1	6
COc1ccccc1NC(=O)CSc1nc2sc(C)c(C)c2c(=O)n1-c1ccccc1	2
CC(C)(C)NC(=O)C(c1ccccn1)N(C(=O)c1csnn1)c1ccc(Cl)cc1 (stereo unspecified)	11
Nc1ncnc2c1nc(Br)n2[C@@H]1O[C@@H]2COP(=O)(O)O[C@H]2[C@H]1O	4
O=C(CSc1nc2ccc(NC(=O)c3ccccc3)cc2s1)NC1CC1	15
NC(=O)C1C2C=CC3(O2)C1C(=O)N(Cc1cccs1)C3C(=O)NC1CCCCC1 (stereo unspecified)	10
CC(=O)Nc1ccc(C(O)CN2CCC(O)(c3ccc(F)cc3)CC2)cc1 (stereo unspecified)	1
CCOC(=O)CCCCCCCCCCCCC1C=CCC1 (stereo unspecified)	10
Clc1ccc(-n2nnc(-c3ncc[nH]3)n2)cc1Cl	9
COc1ccc(CN2CCc3c(nc(C)[nH]c3=O)C2)cc1CO	4
CC(=O)CSc1nc2c(c(=O)[nH]c(=O)n2C)n1CC(O)COc1ccccc1C (stereo unspecified)	10
O=c1cc(O)cc(/C=C/c2ccc(O)c(O)c2)o1	14
c1ccc(-n2nnc(-c3nccs3)n2)cc1	3
CCOc1ccc(NC(=O)COC(=O)C2CC(=O)N(c3ccc(F)cc3)C2)cc1 (stereo unspecified)	9
COc1ccc(-n2ncc3c2CCCC3NC(=O)Cc2ccc(OC)c(OC)c2)cc1 (stereo unspecified)	5
CC(Sc1nc2ccccc2[nH]1)C(=O)Nc1ccc(Cl)cc1 (stereo unspecified)	9
COc1ccc(NC(=S)N(Cc2cc3cc(C)cc(C)c3[nH]c2=O)C2CCCC2)cc1	11
Cc1ccc(C2=N/C(=C\c3cc4c(cc3Br)OCO4)C(=O)O2)cc1	27
Nc1ccc(-c2nn[nH]n2)cc1	7
CC(C)(C)c1cc(N)n(-c2ccccc2)n1	3
Cc1cc(Nc2cc(Cl)nc(Sc3ccc(NC(=O)C4CC4)cc3)n2)n[nH]1	10
Cc1ccccc1CN1[C@@H](C(C)C)COCCS1(=O)=O	-3
CCc1c(C)nc2cc(-c3ccc(OC)c(OC)c3)nn2c1N1CCN(CC)CC1	10
O=C(CSc1nnc(-c2cccc(O)c2)o1)Nc1cccc2ccccc12	10
Cc1cc(NS(=O)(=O)c2ccc(NC(=O)C3CCCCC3C(=O)O)cc2)no1 (stereo unspecified)	7
C=CCn1c2ccccc2n2c(C(=O)CC)c(-c3ccccc3)nc12	13
CCCCCCCCCC[Si](C)(C)CCC(=O)NC(Cc1ccc(C)cc1)c1ccccc1 (stereo unspecified)	10
CCOc1ccc(OCC)c(NC(=O)CSc2nc(C)nc3sc(C)c(C)c23)c1	10
CCS(=O)(=O)N1CCN(S(=O)(=O)c2ccc(S(=O)(=O)N3CCCCC3)cc2)CC1	4
CC1(O)C(=O)C=C2C=C(c3ccsc3)OC=C2C1=O (stereo unspecified)	20
COC1=CC(=O)C(O)=C/C1=C\C=C\c1ccccc1	111*
CCOc1ccc2[nH]c(=O)c(CN(CCO)C(=S)NCCCN(CC)CC)cc2c1	15
COc1ccc(-c2nc3cnccn3c2NCC2CCCO2)cc1O (stereo unspecified)	12
Cc1sc2nc(CN3CCN(C/C=C/c4ccccc4)CC3)[nH]c(=O)c2c1C	13
O=C1[C@H]2CCCN2C(=O)c2ccccc2N1Cc1ccccc1F	10
Cc1nc2sc3c(c2c2nnc(SCC(=O)N4CCCCC4C)n12)CCC(C)C3 (stereo unspecified)	5
Cc1ccc(C(=O)N2N=C(C(F)(F)F)CC2(O)C2CCCCC2)cc1 (stereo unspecified)	10
Cc1occc1-c1nn(C2CCN(C(=O)CC3CCCC3)CC2)c(=O)o1	4
CCc1ccc(N(CC(=O)N2CCC(C)CC2)S(C)(=O)=O)cc1	9
CC1CCC(O)([C@](C)(C(=O)O)c2ccccc2)CC1 (stereo partly specified)	8
COc1ccc2nc3sc(C(=O)NC(C)(C)C)c(N)c3cc2c1	10
CCn1c(COc2cccc(OC)c2)nnc1SCC(=O)NCc1ccco1	6

Among those listed so far, 3 have bromine.
SMILES	EP2 antag
CCOc1cc(/C=C2\N=C(c3cccs3)OC2=O)cc(Br)c1OCC	35
Nc1ncnc2c1nc(Br)n2[C@@H]1O[C@@H]2COP(=O)(O)O[C@H]2[C@H]1O	4
Cc1ccc(C2=N/C(=C\c3cc4c(cc3Br)OCO4)C(=O)O2)cc1	27
